Compound activity as filed in PubChem.
MT1-MMP act inh: inhibitors of human MT1-MMP activation; P50281; HT1080 RFP-PRO-GFP cells, GFP/RFP ratio fluorescence, overnight; percent of plate control window, DMSO zero; GFP/RFP ratio change, % at 20 µM; actives 0.061% (n = 360,000);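 active means GFP/RFP ratio change of at least 30% with cell ATP level not reduced by more than half and red fluorescence within 50% of control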; further: strong numbers were not always called active
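Material: RFP-PRO-GFP reporter HT1080 cells. Dosing: single-point 20 µM compound, 1% DMSO. Controls: DMSO and RFP-L50D-GFP cell wells. Timing: cells overnight before dosing, compound overnight, 37 °C, 5% CO2. Measure: GFP/RFP fluorescence ratio.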
NadD block: NadD (S. aureus) enzyme inhibition | purified NadD enzyme, colorimetric absorbance read-out | inhibition, % at 20 µM | actives 0.78% (n = 360,000) | AID 602399; in the data active means inhibition above about 26%; further: some compounds past the cut are filed as inactive
SKN-1 inh: C. elegans SKN-1 inhibition; AID 624304; inhibition, % at 21.8 µM; actives 0.49% (n = 360,000); C. elegans VP596 Pgst-4::GFP/RFP ratio, acrylamide-induced, 24 h;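 active means interference check ratio from 0.5 to 1.5 plus GFP to RFP signal ratio inhibition reaching or exceeding a fixed threshold, cut at about 30% in these data, passing the limit was not always enough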; further: some compounds called inactive have numbers as strong as hits
Rpn11 block: Rpn11 (human) deubiquitinase inhibition; O00487; actives 0.59% (n = 360,000); calls only at 20 µM; human 26S proteasome, Ub4-pepOG fluorescence polarization; 20S core pre-blocked with epoxomicin;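 active means inhibition at 20 µM, scaled to each plate's controls, above about 33%, limit read from the data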
LMPTP block: LMPTP (human) inhibition; actives 0.22% (n = 360,000); recombinant LMPTP-A, OMFP fluorogenic substrate, fluorescence intensity; inhibition, % at 20 µM; P24666; AID 651560;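 active means compounds that cut the enzyme signal by at least half of the control window in the single-dose screen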;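 further: plate controls were DMSO wells with enzyme plus substrate for no effect and substrate without enzyme for full effect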
Target sequence (P24666 whole entry, looked up): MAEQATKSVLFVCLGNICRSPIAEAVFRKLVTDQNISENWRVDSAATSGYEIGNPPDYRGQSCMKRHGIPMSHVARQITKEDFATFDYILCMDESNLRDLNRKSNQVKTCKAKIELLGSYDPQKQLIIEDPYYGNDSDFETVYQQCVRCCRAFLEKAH
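Material: LMPTP-A; amount: 0.625 nM enzyme; doses: single 20 µM dose; times: reaction 50 min, room temperature, dark; technique: fluorescence intensity of OMFP turnover product; benchmarks: no-enzyme and uninhibited controls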
SUMO1 PPI mod: SUMO1-SIM interaction modulation; P63165; actives 0.33% (n = 360,000); AID 602429; inhibition, % at 20 µM; SUMO1 binding to a labelled peptide, TR-FRET, 1 h; in the data active means inhibition above about 37%
Target sequence (P63165 whole entry, looked up): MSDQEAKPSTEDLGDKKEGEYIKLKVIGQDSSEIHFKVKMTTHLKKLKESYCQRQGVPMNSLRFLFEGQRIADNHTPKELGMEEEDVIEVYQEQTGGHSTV
STEP inh: STEP (human) phosphatase inhibition; P54829; recombinant STEP, OMFP fluorogenic substrate, fluorescence; inhibition, % at 20 µM; actives 0.25% (n = 360,000); AID 588621;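 active means inhibition at 20 µM, scaled per plate between control wells, above about 37%, limit read from the data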;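 further: 0% = DMSO with enzyme and substrate and 100% = substrate only without enzyme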
Target sequence (P54829 whole entry, looked up): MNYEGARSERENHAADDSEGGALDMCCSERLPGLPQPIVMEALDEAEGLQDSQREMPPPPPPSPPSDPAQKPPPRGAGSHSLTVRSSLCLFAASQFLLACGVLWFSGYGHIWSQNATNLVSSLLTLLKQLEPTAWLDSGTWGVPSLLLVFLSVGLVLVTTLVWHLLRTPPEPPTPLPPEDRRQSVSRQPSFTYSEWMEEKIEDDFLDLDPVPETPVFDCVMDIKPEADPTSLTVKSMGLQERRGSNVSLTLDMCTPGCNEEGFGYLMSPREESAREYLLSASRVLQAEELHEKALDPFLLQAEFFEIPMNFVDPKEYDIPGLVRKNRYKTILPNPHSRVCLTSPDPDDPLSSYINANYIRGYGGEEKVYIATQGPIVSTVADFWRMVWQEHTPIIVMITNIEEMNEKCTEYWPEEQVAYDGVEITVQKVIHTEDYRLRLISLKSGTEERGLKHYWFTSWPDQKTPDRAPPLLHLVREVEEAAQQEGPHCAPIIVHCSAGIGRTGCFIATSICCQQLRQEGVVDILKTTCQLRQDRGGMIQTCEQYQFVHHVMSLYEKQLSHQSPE
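Material: STEP (striatal-enriched tyrosine phosphatase) enzyme, cell-free | Medium: 50 mM Bis-Tris pH 6.0 with 2.5 mM DTT and 0.005% Tween 20 | Read-out: Percent inhibition scaled to no-enzyme and uninhibited-enzyme controls, plate-pattern corrected | Signal: Fluorescence read at 480 nm ex / 540 nm em | Times: 20 min reaction, room temperature, in the dark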
DNMT1 inh: inhibitors of human DNMT1 | actives 0.83% (n = 360,000) | inhibition (reported as % activation of signal), % at 10 µM | P26358 | DNMT1 molecular beacon, Hinp1I cleavage, fluorescence | AID 588458; in the data active means inhibition above about 50%
NRP1-CendR mod: alters CendR peptide binding to human NRP-1; O14786; FAM-RPARPAR peptide binding to NRP-1, fluorescence polarization; inhibition, % at 25 µM; actives 0.85% (n = 360,000); AID 602438;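 active means inhibition or corrected inhibition above about 18%, plus a signal ratio from 0.5 to 1.5, limit read from the data, passing the limit was not always enough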; further: strong numbers were not always called active
Scp1 inh: blocks human Scp-1 phosphatase activity. actives 0.88% (n = 340,000). Q9GZU7. Recombinant Scp1, phosphopeptide, malachite green phosphate absorbance. inhibition, % at 20 µM. AID 493091;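 active means inhibition above about 50% at 20 µM, limit read from the data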;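 further: plate controls were DMSO wells with enzyme for no effect and wells lacking enzyme for full effect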
Target sequence (Q9GZU7 76-261 limits assumed): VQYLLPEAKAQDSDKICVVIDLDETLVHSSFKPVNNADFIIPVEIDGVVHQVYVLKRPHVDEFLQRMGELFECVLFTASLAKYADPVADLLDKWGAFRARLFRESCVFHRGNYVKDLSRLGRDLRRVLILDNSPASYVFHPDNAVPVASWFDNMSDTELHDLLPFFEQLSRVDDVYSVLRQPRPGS
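Incubation: 45 min enzyme reaction at room temperature / System: truncated SCP-1 phosphatase (76-261aa) / Reagent: Phospho 17-mer peptide substrate / Buffer or medium: Acidic Tris acetate buffer with magnesium and detergent / Signal: absorbance at 630 nm / Doses: one concentration, 20 µM, with 1.0% DMSO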
* hit, by the source's call; i = inactive; · = no result given.

1) CCOC(=O)c1[nH]c2ccc(OC)cc2c1NC(=O)NC(C)C
2) C/C(=N\NC(=O)C(c1ccccc1)c1ccccc1)c1ccc(O)cc1
3) COc1ccc(S(=O)(=O)N2CCC(C(=O)Nc3ccc(OC)c(OC)c3)CC2)cc1C
4) O=C(Nc1ccc(Cc2ccncc2)cc1)c1cccs1
5) Cc1nnc(SCc2ccccc2)n1N
6) CC(NC(=O)C(=O)NCCCn1ccnc1)c1ccccc1 (stereo not drawn)
7) Nc1nnc(SCC(=O)OCc2ccc(F)cc2)s1
8) COc1ccc(CN(C)S(=O)(=O)c2nnc(NC(=O)c3ccc(C)cc3)s2)cc1OC

| entry no. | 1 | 2 | 3 | 4 | 5 | 6 | 7 | 8 |
| --- | --- | --- | --- | --- | --- | --- | --- | --- |
| MT1-MMP act inh | 1.7 | 6.8 | 7.1 | 3.2 | 5.3 | 2.1 | 3.7 | 2.6 |
| NadD block | -1.7 | -0.3 | -2.0 | 2.6 | 7.5 | 0.4 | -2.7 | 3.8 |
| SKN-1 inh | 12.1 | 20.4 | 5.8 | -1.3 | 2.5 | 5.1 | 7.2 | 4.3 |
| Rpn11 block | i | i | i | i | i | i | i | i |
| LMPTP block | -0.2 | -0.4 | -1.1 | -0.2 | -1.7 | -1.4 | -0.9 | -0.3 |
| SUMO1 PPI mod | -3.6 | 0.9 | 0.2 | -2.6 | -2.3 | -0.3 | -0.5 | -5.3 |
| STEP inh | 1.5 | -1.0 | -4.3 | -1.5 | -6.2 | 0.2 | 3.1 | 0.8 |
| DNMT1 inh | 1.9 | -0.7 | -3.9 | -0.4 | -0.9 | 5.2 | 1.4 | -3.4 |
| NRP1-CendR mod | 6.7 | -2.1 | -9.8 | 5.4 | -11.2 | 5.8 | -6.2 | -4.9 |
| Scp1 inh | -1.8 | 2.3 | -7.2 | -4.6 | 7.2 | -5.0 | 0.5 | -13.3 |

9) N#CC1=C2SCC(O)(c3ccccc3)N2C(=O)CC1c1ccccc1 (stereo not drawn)
10) CCOc1cc(/C=N/NC(=O)c2cccnc2)ccc1OCc1ccc(C(=O)OC)o1
11) CN(Cc1ccccc1)C(=O)c1cccc(N2C(=O)C3CC=CCC3C2=O)c1 (stereo not drawn)
12) CN1OC[C@@H]2CN(S(=O)(=O)c3cccc(C(F)(F)F)c3)[C@H](c3ccc(-c4cc5ccccc5o4)cc3)C[C@@H]21
13) CC(C)[C@H](CO)NC(=O)[C@H]1O[C@@H](n2ccc(N)nc2=O)[C@H](O)[C@@H]1O
14) O=C(CSc1nn(-c2ccccc2)c(=S)s1)Nn1cnnc1
15) NC(=O)C[C@@H]1N[C@]2(C(=O)Nc3ccccc32)[C@@H]2C(=O)N(C3CCCCC3)C(=O)[C@H]12
16) O=C(O)C1CCN(S(=O)(=O)c2ccc(N3CCCC3C(=O)O)c([N+](=O)[O-])c2)CC1 (stereo not drawn)

| entry no. | 9 | 10 | 11 | 12 | 13 | 14 | 15 | 16 |
| --- | --- | --- | --- | --- | --- | --- | --- | --- |
| MT1-MMP act inh | 5.0 | -1.7 | 1.0 | -2.7 | 3.0 | 3.2 | 5.9 | 1.6 |
| NadD block | -0.4 | -6.7 | -2.8 | 13.9 | 0.5 | -0.3 | 2.4 | -7.0 |
| SKN-1 inh | 7.9 | 2.3 | -8.8 | -7.0 | -13.9 | -12.5 | 0.9 | 2.5 |
| Rpn11 block | i | i | i | i | i | i | i | i |
| LMPTP block | 1.3 | -0.1 | -2.1 | 3.0 | -2.3 | -1.8 | -1.4 | -0.2 |
| SUMO1 PPI mod | -15.4 | -9.6 | -0.6 | 4.3 | 28.1 | 1.0 | -1.6 | 2.9 |
| STEP inh | 2.0 | 1.4 | -1.4 | 1.6 | -3.3 | -1.6 | -1.6 | -3.3 |
| DNMT1 inh | -6.7 | -5.7 | -2.6 | 9.9 | 0.2 | 1.7 | 1.2 | -1.1 |
| NRP1-CendR mod | -8.4 | 13.1 | 2.8 | 1.2 | 0.0 | -1.7 | -4.5 | 3.7 |
| Scp1 inh | -5.6 | -0.7 | -22.6 | · | · | -4.7 | -7.0 | 2.4 |

17) CC(C)(C)C(=O)NCc1ccc(C(=O)CN2C(=O)NC3(CCCC3)C2=O)s1
18) O=C1Nc2cc(C(=O)N3CCN(Cc4ccccc4)CC3)ccc2SC1N1CCOCC1 (stereo not drawn)
19) NC(=O)COC(=O)[C@H](Cc1c[nH]c2ccccc12)NC(=O)c1ccc(F)cc1
20) COCCNC(=O)C1(C)CCCN(Cc2c(C)nn(-c3ccccc3)c2C)C1 (stereo not drawn)
21) CCNCCC(=O)N1c2ccccc2Sc2ccc(C(F)(F)F)cc21
22) COc1ccc2oc(=Nc3cccc(F)c3)c(C(N)=O)cc2c1
23) CC(c1nc2ccccc2c(=O)[nH]1)N(C)c1ccc2ccccc2c1 (stereo not drawn)
24) CCOC(=O)c1ccc(NC(=S)N(CCCN2CCCC2)Cc2ccco2)cc1

| entry no. | 17 | 18 | 19 | 20 | 21 | 22 | 23 | 24 |
| --- | --- | --- | --- | --- | --- | --- | --- | --- |
| MT1-MMP act inh | 2.7 | 6.7 | -2.0 | -1.3 | 3.0 | -3.6 | -24.5 | -3.4 |
| NadD block | 0.6 | 1.3 | -3.9 | -0.6 | -7.5 | -2.0 | 5.5 | -6.1 |
| SKN-1 inh | 9.7 | -10.8 | 3.3 | 4.8 | -4.3 | -9.5 | -10.8 | -1.0 |
| Rpn11 block | i | i | i | i | i | i | i | i |
| LMPTP block | -0.7 | 0.0 | -0.5 | -2.3 | -0.7 | -1.3 | 0.4 | -5.2 |
| SUMO1 PPI mod | 2.2 | 1.6 | 14.4 | 1.5 | 4.3 | -20.7 | -16.3 | -2.8 |
| STEP inh | -0.9 | 4.5 | 7.1 | -1.9 | 0.6 | -4.0 | -1.6 | -1.9 |
| DNMT1 inh | -2.7 | -1.1 | 0.0 | 0.1 | -0.9 | -9.2 | -14.8 | -2.4 |
| NRP1-CendR mod | -1.3 | -4.5 | 5.0 | -4.0 | -8.4 | -0.5 | 9.8 | 3.3 |
| Scp1 inh | 3.1 | -0.4 | -5.2 | · | 4.5 | -12.8 | -0.9 | -10.3 |

25) O=C(COc1ccc([N+](=O)[O-])cc1)Nc1ccc(NC(=O)c2ccccc2)cc1
26) CC1(C)CC(=O)C2=C(C1)Nc1ccccc1[S@]2=O
27) COc1ccc(N2C(=O)CSC23CCC(C(C)(C)C)CC3)cc1 (stereo not drawn)
28) c1ccc(CN(Cc2ccccc2)C(c2ccnc3ccccc23)c2nnnn2-c2ccc3c(c2)OCCO3)cc1 (stereo not drawn)
29) CCc1cc(SC#N)ccc1N
30) O=C(NCc1cccnc1)c1cc2nc(-c3cccs3)cc(C(F)(F)Cl)n2n1
31) COc1ccccc1NS(=O)(=O)c1cccc(C(=O)NNC(=O)c2ccc(NC(C)=O)cc2)c1
32) Cc1ccc(CCN2CC(C(=O)NCc3ccco3)CC2=O)cc1 (stereo not drawn)

| entry no. | 25 | 26 | 27 | 28 | 29 | 30 | 31 | 32 |
| --- | --- | --- | --- | --- | --- | --- | --- | --- |
| MT1-MMP act inh | -2.4 | -0.6 | -7.5 | 0.4 | -0.8 | -2.9 | 0.4 | 4.1 |
| NadD block | 6.5 | 4.8 | 5.2 | 40.3* | 4.0 | 4.8 | 3.3 | -0.6 |
| SKN-1 inh | -1.3 | 9.5 | 7.0 | -6.4 | -2.0 | -4.4 | -10.9 | 0.9 |
| Rpn11 block | i | i | i | · | i | i | i | i |
| LMPTP block | 2.5 | -1.4 | 3.3 | 3.7 | 0.9 | 2.1 | -0.8 | -1.3 |
| SUMO1 PPI mod | 0.7 | 0.3 | -1.2 | -0.8 | 0.5 | -9.6 | -4.1 | 0.3 |
| STEP inh | -1.9 | -0.2 | -2.8 | · | -2.4 | -2.3 | 0.2 | 0.0 |
| DNMT1 inh | 7.2 | 1.4 | -0.5 | · | -11.3 | -2.1 | 4.2 | -1.1 |
| NRP1-CendR mod | 0.7 | 13.2 | -2.6 | -7.6 | 7.3 | 13.6 | -6.4 | 1.9 |
| Scp1 inh | -2.4 | -2.6 | -4.0 | · | -3.6 | -2.1 | 3.6 | -0.3 |

33) CC1(C)SC(=S)N(Cc2ccc3c(c2)OCO3)C1N(O)C(=O)NC1CCCCC1 (stereo not drawn)
34) Cc1ccc(NC(=O)CN2CCOCC2)cc1S(=O)(=O)N1CCCCC1
35) COc1ccc(-c2cc(O)cc(O)c2)cc1
36) Cc1cccc(-c2nnc(SCC(=O)NC3CC3)n2C)c1
37) O=C(NNC(=S)NC1CC2CCC1C2)c1ccc(Cl)cc1 (stereo not drawn)
38) COc1ccc(OCCCn2c(=O)oc3ccccc32)cc1
39) CC(=O)c1cc(C#N)c(NCc2ccccc2)nc1C

| entry no. | 33 | 34 | 35 | 36 | 37 | 38 | 39 |
| --- | --- | --- | --- | --- | --- | --- | --- |
| MT1-MMP act inh | -4.7 | 12.3 | -0.7 | -4.0 | 6.5 | 5.5 | 8.9 |
| NadD block | -7.2 | 0.2 | -6.7 | 3.8 | -5.5 | -5.1 | -4.4 |
| SKN-1 inh | 6.7 | -0.6 | 5.0 | 12.6 | -16.6 | 10.5 | -8.2 |
| Rpn11 block | i | i | i | i | i | i | i |
| LMPTP block | 1.2 | -1.7 | 0.1 | -0.1 | -0.2 | 0.0 | 2.6 |
| SUMO1 PPI mod | -1.1 | 4.1 | -2.2 | -3.4 | -2.4 | -3.1 | -0.8 |
| STEP inh | -2.7 | 1.9 | 3.6 | -0.6 | 1.7 | -0.1 | -4.0 |
| DNMT1 inh | 4.8 | -2.0 | -9.5 | 0.4 | -2.2 | 1.7 | 0.5 |
| NRP1-CendR mod | -1.5 | 12.4 | -1.5 | 15.9 | 1.9 | -17.5 | 4.2 |
| Scp1 inh | -12.4 | 5.3 | -7.7 | -4.6 | -16.9 | -10.8 | 2.7 |
